Screening data deposited in PubChem by several laboratories.
M17LAP inhibition: P. falciparum M17LAP inhibitors, primary screen, biochemical, fluorogenic H-Leu-NHMec substrate, 1536-well (AID 1619); recombinant M17LAP, H-Leu-NHMec fluorogenic kinetic assay; higher % means a stronger effect; inhibition, % at 30 µM, or IC50 in µM where a hit was titrated; 220,000 compounds, 0.38% hits;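 active = compound inhibiting the enzyme by more than half at any dose during confirmatory dose-response retesting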;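 also: plate controls were full reaction with DMSO carrier for no effect and no enzyme background for full effect; strong numbers were not always called active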
CSM14.1 death rescue: rescue of cells from ER stress-induced death, primary screen, 384-well, CSM14.1, thapsigargin, ATP luminescence (AID 1222); 190,000 tested, under 10 active; CSM14.1 thapsigargin-induced death rescue, ATP luminescence; higher % means a stronger effect; cellular ATP content (survival), % at 20 µM; hits with a dose series show EC50 in µM;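 active = EC50 below 50 µM in the dose-response confirmation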;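 also: death triggered by thapsigargin at about 15 µM added after 2 h compound pretreatment; cell ATP read after overnight thapsigargin exposure of roughly 18 to 22 hours; normalized against plate controls of thapsigargin alone and 5% DMSO vehicle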
P. falciparum M1AAP: malaria alanyl aminopeptidase activity blockers – biochemical, fluorogenic H-Leu-NHMec substrate, 1536-well (AID 1445). one-dose inhibition, % at 30 µM; IC50 in µM for titrated hits. recombinant M1AAP, H-Leu-NHMec fluorogenic kinetic assay; higher % means a stronger effect. 220,000 compounds, 0.42% hits;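 active = primary inhibition above the hit cutoff, then over 50% inhibition at one or more dose response concentrations, cut at about 23% in these data, passing the limit was not always enough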;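 also: plate controls were DMSO full reaction for no effect and no enzyme background for full effect; strong numbers were not always called active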
Ins promoter up: MIN6 insulin promoter up-regulation. 190,000 compounds, 0.3% hits. z-score at 5 µM. MIN6 insulin promoter-GFP reporter, high-content imaging; active compounds read high;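 active = z-score above 3 at 5 µM with at least 500 cells counted in the well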
Hep lipid drop: modulators of hepatic lipid droplet formation; 240,000 compounds, 0.4% hits; AML12 mouse hepatocytes, oleate lipid droplets, BODIPY imaging; inhibition, % at 6.5 µM; AID 1656;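 active = lipid droplet intensity inhibited by at least 50%, with more than 500 cells counted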
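Assay system: AML12 hepatocytes (mouse); Probe or stimulus: oleic acid at 100 µM to induce lipid droplet formation; Dosing: compound at 6.5 µM only; Schedule: compound with oleate, overnight; Detection: fluorescence imaging, 20x objective, two fields per well; Measure: % inhibition of lipid droplet signal.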
Yfh1-depleted yeast: enhancers of respiration in Yfh1-depleted yeast, dose response, Friedreich's ataxia, plus single-dose screen (AID 1465). S. cerevisiae Yfh1-off respiration, WST-1 reduction, 72 h; higher fold induction means a stronger effect. one-dose fold induction at 50 µM; EC50 in µM for titrated hits. 220,000 compounds, 0.074% hits;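 active = fold induction of absorbance versus untreated yeast above a set limit, then at least 30% activation at any dose in follow-up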;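 also: activators that raise dye reduction in frataxin-depleted yeast; strong numbers were not always called active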
MT stabilizer: microtubule stabilization, imaging screen. HeLa tubulin immunostaining HCS, 24 h; share of cells brighter than vehicle mean+2SD. % tubulin-high responders, % at 10 µM. 200,000 compounds, 0.83% hits;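 active = plate Z-score above 3 for both tubulin-high and condensed-nucleus cell shares, with cell loss under 80%, at 10 µM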;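 also: anti alpha tubulin signal scored within the nucleus-defined area of each cell; some results filed as inactive read as strong as hits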
Dynein transport: dynein cargo transport inhibition; 3617.4 mouse cells, GR-EGFP nuclear translocation imaging; test concentration mostly 20 µM; stimulated with dexamethasone, 1 µM; active compounds read low; z-score, hits read low; 220,000 compounds, 0.47% hits;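 active = plate z-score of nuclear minus cytoplasmic receptor signal below a set negative limit, without overly bright fluorescence or cell loss, cut at about -3.5 in these data, passing the limit was not always enough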;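 also: z-score of nuclear minus cytoplasmic ring GR-EGFP intensity difference per well; some compounds called inactive have numbers as strong as hits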
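Buffer or medium: Induction medium lacking tetracycline, stripped serum | Also added: Dexamethasone agonist, 1.0 µM final, for 30 min | Timing: 48 h induction, 1 h compound, 30 min dex at 37 °C | Detection: Formaldehyde fixation, Hoechst nuclear stain, 10x automated fluorescence imaging | Measure: Nuclear versus cytoplasmic GR-EGFP signal, averaged per well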
Autophagy HCS: alters autophagy in cells; MEF GFP-LC3 puncta imaging; test concentration mostly 10 µM; AID 463193; 190,000 compounds, 0.98% hits; calls only at 10 µM (by protocol);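 active = percentage of spot-positive cells more than 3 SD above its plate mean, without a fluorescence outlier flag or 80% toxicity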;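 also: spot-positive cell cutoff set from DMSO-treated cells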
Dynein transport cytoplasmic EGFP: recorded beside Dynein transport, whose call it bears; z-score; measured here: cytoplasmic GR-EGFP intensity; active compounds read high
Dynein transport nuclear GR-EGFP: further read-out of Dynein transport, marked with its call; z-score; measured here: nuclear GR-EGFP intensity;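 lower value marks the stronger effect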
Dynein transport cell count: second read-out of Dynein transport, no call of its own (marks repeat the call); z-score; measured here: cell count per field
Ins promoter up cell count: second read-out of Ins promoter up, no call of its own (marks repeat the call); cell count; measured here: cytotoxicity, nuclei count;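 total cells summed across four imaged fields per well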
Hep lipid drop cells 6.5 µM: also measured in Hep lipid drop; calls as there; cell count; measured here: cell count, cytotoxicity flag;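 cells counted across two imaged fields per well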
MT stabilizer Hoechst-high %: second read-out of MT stabilizer, no call of its own (marks repeat the call); % Hoechst-high responders; measured here: nuclear condensation Hoechst responders;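 share of cells brighter than vehicle mean plus two SD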
MT stabilizer cytotoxicity %: also measured in MT stabilizer; calls as there; toxicity, %; measured here: cytotoxicity by cell density;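 0% = mean cell density of plate MIN control wells and 100% = no cells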
Autophagy HCS cell loss 18 h: recorded beside Autophagy HCS, whose call it bears; toxicity, %; measured here: cell loss, nuclei count;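 cell loss after 18 h compound exposure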
* hit, by the source's call; i = inactive; x = no result given. Rows were taken by chance; 3.5% or so of the library scored in one or more.

Sequence of screens: M17LAP inhibition	CSM14.1 death rescue	P. falciparum M1AAP	Ins promoter up	Ins promoter up cell count	Hep lipid drop	Hep lipid drop cells 6.5 µM	Yfh1-depleted yeast	MT stabilizer	MT stabilizer Hoechst-high %	MT stabilizer cytotoxicity %	Dynein transport	Dynein transport cytoplasmic EGFP	Dynein transport nuclear GR-EGFP	Dynein transport cell count	Autophagy HCS	Autophagy HCS cell loss 18 h
> N#CC1=C(N)OC2=C(C(=O)CCC2)C1c1ccsc1 (centres undefined)
 : 14%	-2.0%	2%	0.61	1325	x	x	i	5.2	1.8	1.2	0.067	-0.11	0.24	-0.86	i	13
> O=C(Nc1nnc(-c2ccncc2)o1)c1ccccc1
 : 1%	x	6%	0.64	1229	6	667	i	3.3	1.9	9.5	0.34	-0.35	-0.21	-0.28	i	-5
> Cc1nn(Cc2ccccc2)c(Cl)c1/C=C/C(=O)OCC(=O)N(C)C1CCS(=O)(=O)C1 (centres undefined)
 : 4%	-1.5%	-1%	0.47	1251	12	701	i	4.5	3.1	4.8	1.9	1.5	0.49	-2.3	i	-6
> O=C(NC1CCCCC1)C(c1cccnc1)N(C(=O)CCl)c1cccc(Cl)c1 (centres undefined)
 : 2%	-2.4%	8%	-1.2	596	3	606	i	14*	29*	21*	-4.3*	1.3*	-2.2*	0.67*	i	45
> CCCCn1c(CN2CCN(CCO)CC2)nc2ccccc21
 : -2%	-2.2%	10%	0.01	1807	-23	667	i	2.7	0.3	24	0.051	-0.24	0.33	-0.31	i	-3
> COCCCNC(=O)CN(c1cccc(Cl)c1)S(C)(=O)=O
 : -8%	-2.2%	-2%	0.02	1147	x	x	i	2.5	2.1	8.4	0.15	-0.19	0.4	-0.13	i	-4
> Cc1ccc(NC(=O)c2snc3ccc(Cl)cc23)cc1C
 : -3%	-1.8%	3%	-0.21	1389	5	717	i	2.4	3.1	5.1	0.02	-0.19	0.073	-0.055	i	-1
> COC(=O)c1ccc(NC(=S)Nc2ccccn2)cc1
 : -4%	0.3%	6%	0.07	998	18	765	i	1.5	1.8	3.9	x	x	x	x	i	-11
> CCOC(=O)C1(Cc2cccc(F)c2)CCN(Cc2cnc(C)s2)CC1
 : -5%	2.6%	-9%	0.98	1595	1	713	i	2.0	1.3	4.7	0.59	0.56	0.33	-0.17	i	-21
> O=C(c1ccc(S(=O)(=O)N2CCCC2)cc1)N1CCCCCC1
 : 14%	x	4%	-0.18	1083	6	750	i	x	x	x	-0.23	-0.27	-0.016	0.19	x	x
> CCCCC(=O)Nc1nc2ccc3nc(C)sc3c2s1
 : 3%	-0.7%	1%	-0.53	1228	1	729	i	3.9	2.7	2.4	0.13	-0.23	0.3	0.48	i	16
> COc1ccccc1N(CCC#N)C(=O)CSc1nc(-c2ccccc2)cn1N
 : 0%	4.6%	8%	-0.3	1258	x	x	i	5.5	3.4	7.5	-0.64	-0.2	0.027	0.27	i	-5
> CCCCCOC(=O)C1C2C=CC3(CN(c4ccccc4C)C(=O)C13)O2 (centres undefined)
 : -2%	-0.2%	5%	-0.5	1746	-23	656	i	5.7	2.6	9.1	1.3	0.17	1.2	-0.72	i	4
> Cc1cc(N2CCOCC2)nc2ccc(NC(=S)N3CCN(c4ccccc4)CC3)cc12
 : -4%	1.1%	-1%	-1	1045	-14	629	i	2.1	1.3	1.7	1.2	-0.19	0.54	-0.33	i	22
> Cc1ccc(N2C(S)=C(C#N)C(=O)NC2c2ccco2)cc1 (centres undefined)
 : 1%	x	-1%	-0.61	1268	5	710	i	4.8	2.3	4.1	-0.46	0.36	-0.027	0.9	i	15
> COc1ccc(CN(C)C(C)C(=O)Nc2ccc(S(=O)(=O)N3CCOCC3)cc2)c(OC)c1 (centres undefined)
 : 6%	-0.1%	-1%	-0.54	1531	5	672	i	1.6	2.0	5.0	-0.67	-0.2	-0.47	0.2	i	7
> Cc1ccc(SCc2c(C(=O)N/N=C/c3ccccc3)nnn2-c2nonc2N)cc1
 : 9%	x	3%	-0.4	1102	0	685	i	x	x	x	-0.52	-0.26	-0.15	0.43	x	x
> CCOc1nc2ccccc2nc1NS(=O)(=O)c1ccccc1
 : 12%	-2.8%	15%	1.4	1700	-3	696	i	3.7	3.5	5.7	0.74	-0.13	0.69	-0.38	i	1
> c1ccc(Cc2nc3ccccc3o2)cc1
 : -3%	-0.9%	7%	0.02	887	3	781	i	1.6	1.1	12	2.1	-0.56	0.92	0.33	i	-3
> Cc1ccc(C2/C(=C(/O)c3ccc(OC(C)C)cc3)C(=O)C(=O)N2CCN2CCOCC2)cc1 (centres undefined)
 : 22%	-1.5%	0%	0.47	1060	x	x	i	1.4	3.4	6.2	-0.81	-0.12	0.076	0.82	i	11
> Cc1nn(C)c(Cl)c1CN1CCN(C2CCCCC2)C(CCO)C1 (centres undefined)
 : -7%	-0.8%	6%	x	x	-6	687	i	2.4	1.5	5.4	0.15	-0.27	0.39	0.12	i	0
> CCOC(=O)c1c(NC(=O)CSc2nnc(-c3cccc(C)c3)n2CC)sc(C(C)=O)c1C
 : -8%	4.7%	-4%	-0.75	1523	x	x	i	3.2	0.8	2.6	2.8	-0.12	1	-2.1	i	4
> OCCNCc1cc(Br)ccc1OCc1ccccc1Cl
 : 0%	1.7%	1%	0.31	1423	-24	619	i	5.0	1.9	6.6	-0.011	-0.24	-0.048	0.037	i	-9
> Cc1cc(Cl)c(O)c(-n2nc3ccccc3n2)c1
 : -4%	x	4%	-0.18	1420	2	700	i	x	x	x	-0.7	-0.027	-0.36	-0.11	x	x
> COc1ccc(-c2noc(CN(C)S(=O)(=O)c3ccc(Cl)cc3)n2)cc1OC
 : -10%	-2.7%	11%	-0.86	1385	-9	665	i	2.2	1.2	4.4	-1.2	-0.28	-0.59	0.23	i	6
> O=[N+]([O-])c1ccccc1CNC1CCCCCC1
 : 1%	-0.8%	1%	0.17	1444	2	621	i	3.0	1.9	9.9	1.1	-0.26	0.58	0.22	i	-15
> O=C(CCC(=O)N1CCN(c2ccccn2)CC1)Nc1nnc(C(F)(F)F)s1
 : -1%	x	7%	0.01	1086	9	681	i	x	x	x	-1.1	-0.21	-0.61	0.26	x	x
> O=C(Oc1ccc2c(=O)c(Cl)coc2c1)c1cccnc1
 : 2%	-0.8%	7%	0.6	1523	x	x	i	3.4	1.4	2.4	2.4	-0.2	-0.19	-0.84	i	-3
> Cc1ccc(/C=C/C(=O)OCn2nnc3ccccc3c2=O)o1
 : 8%	x	11%	-0.08	1048	5	655	i	x	x	x	0.4	-0.23	0.88	-0.8	x	x
> CCOc1ccc(OCCN2C(=O)NC3(CCCc4ccccc43)C2=O)cc1 (centres undefined)
 : 9%	-0.1%	3%	-0.26	1134	x	x	i	2.9	2.3	10	0.56	-0.32	0.095	-0.39	i	4
> O=C(NCCO)/C(=C/c1ccc(Br)cc1)NC(=O)c1cccs1
 : 5%	-1.0%	0%	-0.05	1611	0	726	i	3.2	1.7	3.3	1.3	-0.22	0.32	-1.3	i	21
> CN(C1CCS(=O)(=O)C1)S(=O)(=O)c1ccc(N2CCCC2=O)cc1 (centres undefined)
 : -16%	4.4%	0%	-0.53	1154	12	791	i	3.9	1.9	5.0	0.42	-0.21	0.37	-0.27	i	-6
> COc1ccccc1NC(=O)Nc1ccc2c(c1)nc(C)n2C
 : 26%	-4.6%	3%	x	x	17	717	i	1.5	1.8	2.6	1.7	-0.17	1	-1.3	i	-4
> C=C1SC(=Nc2ccccc2Cl)N(C(=O)c2sc3ccccc3c2Cl)C12CCCCC2
 : -1%	x	-1%	-0.41	1331	-15	732	i	x	x	x	0.84	-0.26	0.17	-0.051	x	x
> O=C(CN1CCN(c2ccc(F)cc2)CC1)Nc1ccccc1[N+](=O)[O-]
 : 12%	0.2%	5%	-0.18	1455	-9	739	i	2.1	2.3	3.3	-0.19	-0.17	-0.18	-0.57	i	-10
> O=C(N/N=C1\CCCc2c1[nH]c1ccc([N+](=O)[O-])cc21)c1ccncc1
 : 6%	-4.6%	8%	-0.25	1302	1	677	i	4.0	1.0	4.5	2.7	-0.035	1.6	-1.1	i	13
> c1cncc(CNc2ncnc3sc4c(c23)CCC4)c1
 : 33%	-2.1%	0%	x	x	-1	682	i	3.9	1.9	7.2	-1	-0.28	-0.63	1.1	i	-17
> COc1ccc(COc2ccc(C3C(S(=O)(=O)c4ccccc4)CON3C)cc2OC)cc1 (centres undefined)
 : -4%	-1.3%	0%	x	x	-10	615	i	2.8	0.8	9.7	-0.48	-0.25	-0.043	0.71	i	11
> O=C(Nc1ccc(NC(=S)NC(=O)c2ccccc2Cl)cc1)c1cccc(Cl)c1
 : x	x	x	x	x	x	x	i	1.9	2.0	3.7	1.6	-0.033	1.2	-0.96	i	16
